Source: PubChem
KLK5 inh: inhibitors of human kallikrein 5; Q9Y337; recombinant hK5, fluorogenic AMC substrate cleavage; inhibition, % at 5 µM; 210,000 compounds, 0.59% hits; AID 873;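 active means inhibition of 40% or more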;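 further: 0% = enzyme controls without compound and 100% = no-enzyme blanks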
Target sequence (Q9Y337 67-293 limits assumed): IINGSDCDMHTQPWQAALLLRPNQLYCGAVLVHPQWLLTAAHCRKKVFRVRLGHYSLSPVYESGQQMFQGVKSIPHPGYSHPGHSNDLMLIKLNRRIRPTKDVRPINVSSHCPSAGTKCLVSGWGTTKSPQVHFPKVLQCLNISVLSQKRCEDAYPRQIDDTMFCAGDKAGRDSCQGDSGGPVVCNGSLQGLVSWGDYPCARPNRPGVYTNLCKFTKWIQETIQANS
FXIa inh 1536: factor XIa (human) inhibition. P03951. purified FXIa, Boc-Glu-Ala-Arg-AMC fluorogenic substrate. inhibition, % at 5 µM. 220,000 compounds, 0.14% hits. AID 798;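 active means inhibition of at least 40%; inactive means inhibition below 40%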;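 further: fluorescence of freed AMC excited at 355 nm; 0% = enzyme without compound and 100% = no enzyme blank; many of its hits are not listed in these tables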
14-3-3 Bad PPI: disrupts binding of bovine 14-3-3 zeta to phospho-Bad peptide; TR-FRET 14-3-3zeta/Dy647-pBad peptide displacement, 1 h; 220,000 compounds, 0.71% hits; P63103; inhibition, % at 21.7 µM;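 active means inhibition above about 70%, limit read from the data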;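 further: 0% = full 14-3-3 plus peptide FRET controls and 100% = background without 14-3-3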
Wee1 degr inh: inhibitors of human Wee1 degradation; P30291; HeLa Luc-Wee1K328M stability, luciferase luminescence; 100% = proteasome inhibitor MG132 effect; reporter increase, % at 5 µM; 220,000 compounds, 1.2% hits; AID 1321;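 active means activation above the mean of all tested compounds plus 3 SD, set per screening run, cut at about 8.8% in these data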;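 further: cells exposed to compound for 20 h before luminescence read; 0% = DMSO alone and 100% = MG132 at 30 µM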
Thrombin inh: inhibitors of human thrombin; 220,000 compounds, 0.26% hits; P00734; alpha-thrombin, Boc-VPR-AMC fluorogenic substrate cleavage; inhibition, % at 5 µM;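 active means inhibition at or above 40%; inactive means inhibition below 40%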;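 further: 0% = enzyme with no compound and 100% = wells without enzyme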
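Material: human alpha-thrombin enzyme / Medium: pH 7.5 Tris (50 mM) with NaCl 150 mM, Tween 20 0.05% / Compound: single-point dosing at 5 µM, 0.2% DMSO / Incubation: enzyme reaction carried out at room temperature / Detection: AMC fluorescence, 355/460 nm / Read-out basis: percent inhibition scaled between no-compound controls and no-enzyme blanks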
Runt-SMMHC FRET: blocks binding of human RUNX1 Runt domain to CBFb-SMMHC; 220,000 compounds, 0.74% hits; Cerulean-Runt/Venus-CBFb-SMMHC FRET ratio 530/480, 1 h; Q01196+Q13951; inhibition, % at 20 µM;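 active means mean inhibition across duplicate retests at 20 µM reaching about 50%, limit read from the data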;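 further: 0% = DMSO wells and 100% = wells with excess untagged CBFb-SMMHC; inhibitors lower the FRET ratio by blocking Runt binding to CBFb-SMMHC; some results filed as inactive read as strong as hits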
Target sequence (Q01196 whole entry, looked up, the tested form may be a part): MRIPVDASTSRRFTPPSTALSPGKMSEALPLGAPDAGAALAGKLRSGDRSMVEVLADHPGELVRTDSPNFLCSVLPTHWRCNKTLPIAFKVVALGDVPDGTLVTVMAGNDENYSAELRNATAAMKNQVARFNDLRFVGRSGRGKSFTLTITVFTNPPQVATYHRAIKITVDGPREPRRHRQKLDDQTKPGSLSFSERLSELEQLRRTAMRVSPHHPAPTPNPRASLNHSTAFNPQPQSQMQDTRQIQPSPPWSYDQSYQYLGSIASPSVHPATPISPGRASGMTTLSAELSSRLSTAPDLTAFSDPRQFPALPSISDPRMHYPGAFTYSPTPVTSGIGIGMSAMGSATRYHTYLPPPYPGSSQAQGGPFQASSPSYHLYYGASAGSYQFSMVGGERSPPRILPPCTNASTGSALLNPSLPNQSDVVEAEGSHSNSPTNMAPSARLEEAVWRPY
Target sequence (Q13951 whole entry, looked up, the tested form may be a part): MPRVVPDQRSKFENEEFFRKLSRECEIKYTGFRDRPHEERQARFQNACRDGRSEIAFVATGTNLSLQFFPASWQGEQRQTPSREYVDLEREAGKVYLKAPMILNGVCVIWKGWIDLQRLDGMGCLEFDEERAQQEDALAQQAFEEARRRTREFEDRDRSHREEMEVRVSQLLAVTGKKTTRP
FXIIa inh 1536: blocks human coagulation factor XIIa protease activity; 220,000 compounds, 0.3% hits; inhibition, % at 5 µM; purified FXIIa, Boc-QGR-AMC fluorogenic substrate, 2 h; in the data active means inhibition above about 40%;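 further: 0% = enzyme with no compound and 100% = blank without enzyme; many of its hits are not listed in these tables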
Runt-CBFb FRET: Runt domain-CBFb interaction inhibition; inhibition, % at 20 µM; Cerulean-Runt/Venus-CBFb FRET ratio 530/480, 1 h; AID 1496; 220,000 compounds, 0.46% hits;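 active means inhibition over about 50% at 20 µM in the single-dose screen, limit read from the data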;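 further: 0% = DMSO wells and 100% = excess unlabeled CBFb competitor control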
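Assay system: Cerulean-tagged RUNX1 Runt domain (FRET donor) fusion protein / Amount: 100 nM each of Venus-CBFb and Cerulean-Runt domain / Medium: Tris buffer pH 7.5 with salts and BSA / Also added: Venus-CBFb 100 nM / Schedule: 1 h complex formation plus 1 h compound treatment, room temperature / Signal: FRET fluorescence / Read-out: loss of energy transfer signal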
Hck-Nef inh: blocks Nef-activated human Hck kinase; P08631; Recombinant Hck-YEEI plus Nef, Z-Lyte FRET kinase assay; inhibition, % at 20 µM; 220,000 compounds, 0.68% hits; AID 463187;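 active means Hck-Nef kinase inhibition above about 50%, limit read from the data; inactive means inhibition below that limit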;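 further: 0% = DMSO with Hck plus Nef and 100% = Hck alone without Nef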
* hit, by the source's call; . = no result given; [ ] = dose if it differs, or a comment.

SMILES	KLK5 inh	FXIa inh 1536	14-3-3 Bad PPI	Wee1 degr inh	Thrombin inh	Runt-SMMHC FRET	FXIIa inh 1536	Runt-CBFb FRET	Hck-Nef inh
CC1(C)Cc2nc3sc4c(=O)n(Cc5ccccc5)cnc4c3cc2CS1	-13	7	-16[fluorescence artefact?]	1	-4	-2	8	-2	0
CCOc1ccc(C2=Nn3c(nnc3-c3cccnc3)SC2)cc1	-19	1	7	0	-1	1	0	-2	-2
CCc1nnc(NC(=O)Cn2nnc(-c3ccccc3F)n2)s1	-6	-13	-5[fluorescence artefact?]	-2	-2	0	4	0	-2
CCN(Cc1ccccc1)S(=O)(=O)c1cc(C(=O)NCC2CCCCC2)ccc1OC	-6	5	-24	-3	1	1	10	-3	1
O=S(=O)(c1cccs1)N1CCC(Cc2ccccc2)CC1	-14	-16	6[fluorescence artefact?]	1	-4	-2	-4	-2	-6
Cc1ccccc1NC(=O)c1ccc2snnc2c1	16	3	-12	-3	2	0	10	0	17
O=C(Nc1ccccc1C(=O)O)c1ccc(Cl)c(S(=O)(=O)N2CCOCC2)c1	1	-4	12[fluorescence artefact?]	-3	-6	-2	7	-3	0
CCOC(=O)C1=C(O)/C(=C/c2ccccn2)SC1=Nc1ccc(Cl)cc1	-5	6	-8	1	0	-6	10	-1	6
CC(C)CNC(=O)C(=O)NNC(=O)C1CCCCC1	-10	-5	1	-1	-3	1	3	1	0
CS(=O)(=O)Nc1cccc(C2=NN(S(=O)(=O)c3ccc(F)cc3)C(c3cccs3)C2)c1 (stereo not given)	-8	3	1	-1	-3	3	6	0	-3
O=C(Nc1cccc2cccnc12)c1ccc2c(c1)OCCO2	4	9	2	0	0	-4	8	1	3
O=C1CNC(=O)/C1=C/c1ccccc1	-14	2	-10[fluorescence artefact?]	0	-3	-4	14	-1	4
CCN(CC)CCNC(=O)Cc1nn(Cc2ccccc2)c(=O)c2ccccc12	.	2	-11	-2	0	2	11	2	1
C/C(CC(=O)Nc1cc(C)ccn1)=N\NC(=O)C(=O)NC(C)C	-16	0	40	-4	-6	1	5	0	21
Cc1cc(C)n2nc(C(=O)NC(c3ccccc3)c3ccccc3)nc2n1	1	14	-2	-1	-7	1	12	-2	1
N#CC1=C2N=C(N)c3ccccc3N2C2=C(C(=O)CCC2)C1c1ccccc1F (stereo not given)	0	-1	-1	-3	-4	-8	6	-33	19
Cn1cc(CNCc2cn(C)nc2-c2ccc(C3CCCCC3)cc2)cn1	-2	0	-6	3	-3	2	11	1	19
c1ccc2c(-c3nnc(SCc4cn5ccccc5n4)o3)c[nH]c2c1	-9	9	-4[fluorescence artefact?]	4	4	0	15	1	-2
Cc1cccc(N2CC(=O)N(c3cccc(C)c3)CC2=O)c1	5	1	7	0	3	-1	8	-3	-2
COc1ccc(CN(C)CC(=O)Nc2sc3c(c2C#N)CCC3)c(OC)c1	-7	-5	-20	-4	-11	-7	1	-2	5
CCOc1ccc(S(=O)(=O)N2CCC(C(N)=O)CC2)c2ccccc12	4	6	0	-3	-1	-5	12	-2	1
CCc1nnc(NC(=O)CSc2nnc(COc3ccccc3C)o2)s1	-18	4	5	-3	2	2	12	2	-1
Cn1ncc([N+](=O)[O-])c1C(=O)Nc1ccc(C2CCCCC2)cc1	1	2	1	1	-9	1	11	-9	-21
COc1ccccc1CNC(=O)CNC(=O)Cn1cnc2ccccc2c1=O	14	2	13	0	-2	1	12	1	-2
CCc1cccc(C)c1NC(=S)NCc1ccccc1	-14	4	-9	1	-2	1	8	1	-3

More results follow.
SMILES	KLK5 inh	FXIa inh 1536	14-3-3 Bad PPI	Wee1 degr inh	Thrombin inh	Runt-SMMHC FRET	FXIIa inh 1536	Runt-CBFb FRET	Hck-Nef inh
OCCn1c(-c2ccc(F)cc2)csc1=Nc1ccccc1	-6	-5	33[fluorescence artefact?]	0	1	1	2	-2	6
COC(=O)c1ccc(C(=O)OC)c(NC(=O)COc2ccccc2OC)c1	-10	-2	-5	-2	-5	-2	10	-3	5
COc1ccc(C(=O)N/N=C/C2CC=CCC2)cc1OC (stereo not given)	1	-4	-14	1	13	2	7	1	20
CC(C)C(=O)NC(=S)Nc1ccc(CN2CCOCC2)cc1	6	6	-14	3	2	-1	14	1	7
Cc1cccc(Sc2nc(-c3ccccc3)ncc2C(=O)O)c1	-3	-3	-4	-1	-2	0	7	-5	17
Cn1c(-c2ccc(F)cc2)cnc1SCC(=O)NCc1ccco1	-19	-2	-13	0	-1	2	6	-1	1
Cc1ccsc1/C=C(\C#N)C(=O)NCc1ccco1	-6	-15	-7[fluorescence artefact?]	-1	-12	3	0	3	4
O=C(CSc1nnc(NC(=O)C2CCCCC2)s1)NCc1ccco1	-12	-1	-8	3	4	-5	5	-1	-34
O=C(CNC(=S)N(Cc1ccccc1)Cc1cccnc1)NC1CCCC1	-4	6	-4	-1	2	3	13	3	-2
O=C(CCN1CCN(c2ccccc2)CC1)N/N=C/c1ccc([N+](=O)[O-])o1	-1	-1	-8	-1	-5	-2	9	0	-4
CN(CCc1ccccc1)Cc1nc(-c2cnccn2)no1	-3	4	-2	0	-6	-2	5	-2	25
CC1CCCN(C(=O)C2CCCN(S(=O)(=O)c3cccc4nsnc34)C2)C1 (stereo not given)	-14	-1	-10[fluorescence artefact?]	-1	-10	2	44*	-1	0
CCCCN(C(=O)Oc1ccccc1)C1CCS(=O)(=O)C1 (stereo not given)	1	3	-6	4	-2	1	4	-1	18
Cn1c(=O)n(Cc2ccccc2)c(=O)c2c1nc1n2CCCN1Cc1ccccc1	-2	22	0	1	-1	-5	16	1	2
O=C(Nc1ccc(Cl)cc1)c1ccsn1	-1	-6	5	0	0	-3	10	-2	-1
O=C(O)c1ccc(/C=N/NC(=S)NCCN2CCOCC2)cc1	-1	2	-1	3	-9	-6	4	-5	9
c1csc(Cc2nn3c(-c4ccncc4)nnc3s2)c1	-27	0	6	-2	-2	2	-1	0	1
O=[N+]([O-])c1cc(-c2nnc(C34CC5CC(CC(C5)C3)C4)o2)cc([N+](=O)[O-])c1	-6	-1	7	-1	0	1	18	1	2
O=C(O)c1cn(CCOc2ccccc2Cl)c2ccccc12	-8	-8	-3	1	2	0	-4	-2	22
O=C(Nc1ccc(N2CCN(C(=O)c3ccccc3)CC2)c(Cl)c1)c1ccco1	-12	2	6	-1	0	1	-4	1	1
O=c1c2sc3nc(N4CCOCC4)c4c(c3c2ncn1CCc1ccccc1)CCCC4	2	-4	8	-1	5	-2	12	-3	3
Oc1ccc(N=Nc2ccc(Br)cc2)c(O)c1	1	5	-6	1	-1	-5	7	21	-2
CCC/C(O)=C1\C(=O)CC(C)(C)CC1=NCCO	-21	-13	-2	-2	-1	-5	8	-3	1
CC(C)(C)c1ccc(NC(=O)Nc2ccc(F)cc2)cc1	4	-6	-5	9.6*	-5	1	3	2	22
CC(=O)c1cccc(NC(=O)C2CCCCC2)c1	-27	-10	0	-3	-1	-3	3	0	3

(cont.)
SMILES	KLK5 inh	FXIa inh 1536	14-3-3 Bad PPI	Wee1 degr inh	Thrombin inh	Runt-SMMHC FRET	FXIIa inh 1536	Runt-CBFb FRET	Hck-Nef inh
Cc1ccc2nc(NC(=O)COC(=O)CSc3nc(C)cc(C)n3)sc2c1	-5	2	5	2	1	-3	14	2	0
COc1cc(OC)c(OC)cc1CN1CCCC(C(=O)c2ccccc2SC)C1 (stereo not given)	.	1	1	-2	-5	-2	8	2	1
CCOc1cc(/C=N/NC(=O)c2cccs2)cc([N+](=O)[O-])c1O	-1	-1	-1	-2	-8	1	5	3	22
Cc1nnc(SCC(=O)N2CCc3ccccc3C2)n1-c1ccccc1	-16	-6	-15	-3	-10	6	2	2	3
O=[N+]([O-])c1cnn(-c2nc(-c3ccccc3)cc(C(F)(F)F)n2)c1	-6	-3	-5	0	0	0	9	-1	22
C=CCN(CC=C)C(=O)c1c(OC)cccc1OC	-8	7	-1	-3	4	2	16	0	-5
Cc1ccc(C(=O)NS(=O)(=O)c2ccccc2)cc1	-2	-3	3	1	-9	.	5	.	19
O=S1(=O)N=C(N(CCO)/N=C/c2ccncc2)c2ccccc21	3	-5	-5	1	-19	-4	9	-1	20
Cc1ccc2[nH]c(=O)c(CN(Cc3ccco3)C(=O)c3ccncc3)cc2c1	2	2	9	2	-3	9	8	14	4
O=C(C1CC1)N1CCc2cc(Br)cc(S(=O)(=O)NCc3ccc4c(c3)OCO4)c21	6	4	-6[fluorescence artefact?]	4	0	-4	14	0	0
Cc1cc(C)c2nc(Cl)c(C3NC(=O)c4ccccc4N3)cc2c1 (stereo not given)	0	1	-7	5	-3	-2	4	-2	-9
CC(C)OCCCn1c(NN)nc2ccccc2c1=O	-7	1	-6	1	-3	-2	-6	0	27
CCCCCCN1CC(O)=C(c2nc3ccccc3[nH]2)C1=N	-21	-4	13[fluorescence artefact?]	-1	-6	2	4	1	0
COc1cc(OC)c(NC(=S)NCc2ccc(F)cc2)cc1Cl	-9	-6	-14	0	2	2	2	2	10
O=C(NC(=S)N1CCN(c2ccc([N+](=O)[O-])cc2)CC1)c1ccccc1F	-7	4	7	-3	-7	-2	8	-4	7
CC(C)(C)C(=O)OCCn1c(=O)c2cc3c(=O)n(CCOC(=O)C(C)(C)C)c(=O)c3cc2c1=O	28	5	-6	1	16	2	16	-6	1
OCC1(Cc2ccccc2)CCN(Cc2ccc(-c3ccco3)cc2)CC1	1	-2	-3	-6	-7	-3	10	-6	17
CCCCc1nn2c(N)c(/C=C3\C=Nc4ccccc43)c(=O)nc2s1	-5	4	14[fluorescence artefact?]	-2	1	14	12	2	3
CC(c1ccco1)N(C(=O)c1ccccc1NS(=O)(=O)c1cc([N+](=O)[O-])ccc1Cl)c1ccccn1 (stereo not given)	-14	4	-4	0	-4	1	5	0	4
COCCN(CCOC)S(=O)(=O)c1ccc(C(=O)Nc2nnc(C)o2)cc1	-13	-4	10	4	0	-4	7	1	1
O=C(N/N=C/C=C/c1ccc2c(c1)OCO2)c1ccc([N+](=O)[O-])cc1	-99	-6	39[fluorescence artefact?]	-3	-8	1	-17	0	18
CCCc1nnc(NC(=O)Cn2c(=O)sc3ccccc32)s1	-6	4	10	-1	-3	-3	13	0	1
CCOCCCNC(=S)N1C2CCC1CC(NC(=O)NC13CC4CC(CC(C4)C1)C3)C2 (stereo not given)	-28	-15	-22	12*	8	1	10	-4	1
CC1CC(CC(C)C(=O)Nc2nncs2)C(=O)O1 (stereo not given)	-8	-4	-14	-2	-7	-9	-2	1	-1
COCCNC(=O)c1ccccc1NC(=O)c1ccccc1SC	-25	-3	-6	0	-4	1	-4	5	24
Cc1ccc(Oc2nc3ccccc3n3cccc23)cc1	-8	1	-12	5	11	-2	2	0	1
